Screening results: PubChem, several laboratories
MrgX1 PAM: human MrgX1 positive allosteric modulation, primary screen. MrgX1-HEK293, Fluo-4 calcium flux, FDSS; hits give high values. B-score at 10 µM. actives 0.63% (n = 310,000). AID 588675;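 active = plate-corrected calcium response at least 3 library SD above typical, normal starting fluorescence, not activating the receptor alone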;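 note: compound read alongside a low EC10 to EC30 dose of BAM8-22 agonist; peak minus trough fluorescence over baseline measured at the second addition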
Target sequence (Q96LB2 whole entry, looked up): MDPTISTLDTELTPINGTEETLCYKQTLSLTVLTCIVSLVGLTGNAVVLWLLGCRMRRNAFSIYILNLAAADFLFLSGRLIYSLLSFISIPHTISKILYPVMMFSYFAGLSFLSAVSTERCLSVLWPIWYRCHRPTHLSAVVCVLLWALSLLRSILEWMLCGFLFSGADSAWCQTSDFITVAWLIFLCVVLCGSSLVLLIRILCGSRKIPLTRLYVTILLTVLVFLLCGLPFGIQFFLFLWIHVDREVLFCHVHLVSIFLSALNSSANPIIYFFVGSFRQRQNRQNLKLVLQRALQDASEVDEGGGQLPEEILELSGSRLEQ
PolyA inhibitor: yeast polyadenylation inhibition; calls only at 12 µM; actives 0.02% (n = 300,000); AID 1875; S. cerevisiae SKY197-pL101 polyadenylation reporter, beta-gal luminescence; efflux-impaired pdr1/pdr3 knockout yeast; score 100 = 6 SD above DMSO;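 active = lowest replicate activity score at least 50, where 100 means six control SD above control mean; inconclusive = lowest score under 50 but half or more replicates reach 50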;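 note: yeast exposed to compound for 9 h at 30 °C; higher score means more reporter readthrough which indicates perturbed polyadenylation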
AI-2 QS mod: modulates the Vibrio harveyi AI-2 quorum sensing system | actives 0.4% (n = 300,000) | Vibrio harveyi JMH597 AI-2 luminescence/OD600 ratio, 9 h; hits give low values; strain lacks LuxN and CqsS sensors; 0 = neutral-control median | activity change, % at 7.5 µM; in the data active = activity change below about -75%, passing the limit was not always enough; inconclusive = no clear call, values can overlap the other calls;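 note: luminescence divided by OD600 gain over 9 h not by final OD600 alone; inactives centre near 13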
TRPC6 inh: mouse TRPC6 channel inhibition | HEK293-TRPC6, membrane potential dye, ACh-evoked depolarization; hits give low values | B-score at 10 µM | actives 1.1% (n = 310,000);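 active = B-score under library mean minus 3 SD, initial fluorescence not abnormally high, positive integrated signal ratio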;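 note: B-score derived from integrated fluorescence ratio over the kinetic read; more negative B-score means stronger inhibition of depolarization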
TRPC4 block: TRPC4 (mouse) channel inhibition. Q9QUQ5. AID 2247. actives 0.39% (n = 300,000). B-score at 10 µM. HEK293 TRPC4beta/mu-opioid, DAMGO-evoked Fluo4 calcium flux; hits give low values;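 active = B-score over 3 SD under the library average, no early fluorescence shift, positive overall ratio signal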
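Assay system: Stable TRPC4beta/mu-opioid receptor HEK293 cells | Reagent: DAMGO in two steps, submaximal then maximal | Compound dosing: Single concentration per test compound | Signal: Fluo4 Ca2+ flux fluorescence | Evaluation: Per-well B score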
HIF activator: HIF pathway transcriptional activation | U2OS HRE-luciferase reporter, luminescence; normalized: DMSO 0%, desferrioxamine 100% | activation, % at 7.5 µM (by protocol) | actives 0.32% (n = 300,000);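 active = mean activation of at least 10% of the iron chelator positive control signal, with at least half of replicates also reaching 10%; inconclusive = mean and replicate majority disagree about reaching 10%; inactive = mean and most replicates under 10%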
TRPC6 act: mouse TRPC6 channel activation; Q61143; AID 2550; B-score at 10 µM; actives 0.13% (n = 310,000); HEK293-TRPC6 membrane potential dye fluorescence; hits give high values;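 active = B-score of the integrated fluorescence ratio above library mean plus 3 SD, and starting fluorescence ratio within library mean plus 5 SD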;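 note: higher score means more depolarization so channel activation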
MrgX1 ag: agonists of human MrgX1 receptor; MrgX1-HEK293 cells, Fluo-4 calcium fluorescence, agonist mode; hits give high values; B-score at 10 µM; AID 588627; Q96LB2; actives 0.44% (n = 310,000);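 active = calcium response B-score plate-corrected fluorescence ratio at least 3 library SD, with starting fluorescence B-score inside 5 SD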
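System – MrgX1-expressing HEK293 cells · Incubation – cells plated overnight, dye loaded 0.5 h 37 °C, 0.5 h room temperature · Technique – kinetic Fluo-4 NW fluorescence of intracellular calcium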
TRPC4 agonist: opens the mouse TRPC4 cation channel; HEK293 TRPC4beta/mu-opioid, Fluo4 calcium fluorescence; hits give high values; B-score at 10 µM; actives 0.49% (n = 310,000); AID 2237;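 active = B-score above 5 SD of library B-scores, and initial fluorescence ratio not above library mean plus 5 SD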;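 note: positive B-score marks a calcium rise read as TRPC4 activation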
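System: HEK293 cells stably co-expressing mouse TRPC4beta and mu-opioid receptor; Schedule: Fluo4 dye loading 45 min at room temperature, 110 s recording; Detection: Fluo4 fluorescence, kinetic; Evaluation: B-scored integrated calcium fluorescence ratio; Controls: buffer (low) and maximal DAMGO (high).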
MrgX1 antagonist: blocks BAM8-22 activation of human MrgX1 receptor; B-score at 10 µM; Q96LB2; actives 1.3% (n = 310,000); MRGX1-HEK293 calcium flux, Fluo-4, BAM8-22 antagonism; hits give low values;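 active = calcium-response B-score plate-corrected more than 3 library SD below zero, starting fluorescence within 5 deviations, no agonist response on first addition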;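 note: peak minus trough fluorescence over baseline after final BAM8-22 challenge near maximal dose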
TRPC4 potent: allosteric potentiators of mouse TRPC4 channel. AID 2227. HEK293 TRPC4beta/mu-opioid, DAMGO EC20, Fluo-4 Ca2+ flux; hits give high values. B-score at 10 µM. Q9QUQ5. actives 0.42% (n = 310,000);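 active = B-score of calcium response area above 5 SD of library B-scores, with initial fluorescence ratio within 5 SD of library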;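 note: B-score of integrated fluorescence ratio over time as area under calcium response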
An asterisk follows results filed as active.

What do the screens show for `CCOC(=O)C1CCCCN1Cc1cccc(OC)c1OC` (stereo not drawn)?
MrgX1 PAM: inactive; PolyA inhibitor: inactive; AI-2 QS mod: 23.0; TRPC6 inh: inactive; TRPC4 block: inactive; HIF activator: -0.4; TRPC6 act: inactive; MrgX1 ag: inactive; TRPC4 agonist: inactive; MrgX1 antagonist: inactive; TRPC4 potent: inactive

Results for Cc1ccc(NC(=O)Cc2cn3ccsc3n2)nc1 ?
MrgX1 PAM: inactive; PolyA inhibitor: inactive; AI-2 QS mod: 27.7; TRPC6 inh: inactive; TRPC4 block: inactive; HIF activator: 0.2; TRPC6 act: inactive; MrgX1 ag: inactive; TRPC4 agonist: inactive; MrgX1 antagonist: inactive; TRPC4 potent: inactive

How did COc1ccccc1CNC(=O)c1ccccc1N do in these assays?
MrgX1 PAM: inactive; PolyA inhibitor: inactive; AI-2 QS mod: 23.8; TRPC6 inh: inactive; TRPC4 block: inactive; HIF activator: -0.1; TRPC6 act: inactive; MrgX1 ag: inactive; TRPC4 agonist: inactive; MrgX1 antagonist: inactive; TRPC4 potent: inactive

What do the screens show for `CC(C)Oc1ccc(Cn2c(=O)oc3ccccc32)cc1`?
MrgX1 PAM: inactive; PolyA inhibitor: inactive; AI-2 QS mod: 10.9; TRPC6 inh: inactive; TRPC4 block: inactive; HIF activator: -0.9; TRPC6 act: inactive; MrgX1 ag: inactive; TRPC4 agonist: inactive; MrgX1 antagonist: inactive; TRPC4 potent: inactive

What do the screens show for `COc1ccccc1CNC(=O)c1ccccc1OC`?
MrgX1 PAM: inactive; PolyA inhibitor: inactive; AI-2 QS mod: 23.3; TRPC6 inh: inactive; TRPC4 block: inactive; HIF activator: -0.5; TRPC6 act: inactive; MrgX1 ag: inactive; TRPC4 agonist: inactive; MrgX1 antagonist: inactive; TRPC4 potent: inactive

Results for Cc1ccc(OCC(=O)n2cnnc2N)c(C)c1 ?
MrgX1 PAM: inactive; PolyA inhibitor: inactive; AI-2 QS mod: 27.4; TRPC6 inh: inactive; TRPC4 block: inactive; HIF activator: 0.6; TRPC6 act: inactive; MrgX1 ag: inactive; TRPC4 agonist: inactive; MrgX1 antagonist: inactive; TRPC4 potent: inactive

How did N#Cc1ccccc1NC(=O)Nc1cccc(Cl)c1 do in these assays?
MrgX1 PAM: inactive; PolyA inhibitor: inactive; AI-2 QS mod: 13.2; TRPC6 inh: inactive; TRPC4 block: inactive; HIF activator: -0.2; TRPC6 act: inactive; MrgX1 ag: inactive; TRPC4 agonist: inactive; MrgX1 antagonist: inactive; TRPC4 potent: inactive

How did C/C(=N\Nc1ccc(Cl)cc1)c1ccccn1 do in these assays?
MrgX1 PAM: inactive; PolyA inhibitor: inactive; AI-2 QS mod: 11.9; TRPC6 inh: inactive; TRPC4 block: inactive; HIF activator: 0.0; TRPC6 act: inactive; MrgX1 ag: inactive; TRPC4 agonist: inactive; MrgX1 antagonist: inactive; TRPC4 potent: inactive

What do the screens show for `O=S(=O)(c1ccc(Cl)cc1)N1CCN(CCc2ccccc2)CC1`?
MrgX1 PAM: inactive; PolyA inhibitor: inactive; AI-2 QS mod: -5.0; TRPC6 inh: inactive; TRPC4 block: inactive; HIF activator: -0.5; TRPC6 act: inactive; MrgX1 ag: inactive; TRPC4 agonist: inactive; MrgX1 antagonist: inactive; TRPC4 potent: inactive

What do the screens show for `COc1ccc2cc(C3(C)NC(=O)N(CC(=O)NCCC4=CCCCC4)C3=O)ccc2c1` (stereo not drawn)?
MrgX1 PAM: inactive; PolyA inhibitor: inactive; AI-2 QS mod: inconclusive; TRPC6 inh: inactive; TRPC4 block: inactive; HIF activator: -1.2; TRPC6 act: inactive; MrgX1 ag: inactive; TRPC4 agonist: inactive; MrgX1 antagonist: inactive; TRPC4 potent: inactive

What do the screens show for `O=C1C2C3C=CC(C3)C2C(=O)N1c1cccc(-c2nc3ccccc3o2)c1` (stereo not drawn)?
MrgX1 PAM: inactive; PolyA inhibitor: inactive; AI-2 QS mod: 14.3; TRPC6 inh: inactive; TRPC4 block: inactive; HIF activator: 0.0; TRPC6 act: inactive; MrgX1 ag: inactive; TRPC4 agonist: inactive; MrgX1 antagonist: inactive; TRPC4 potent: inactive

Results for COc1ccc(C(=O)N/C(=C\c2ccco2)C(=O)NC2CCS(=O)(=O)C2)cc1 (stereo not drawn) ?
MrgX1 PAM: inactive; PolyA inhibitor: inactive; AI-2 QS mod: 4.1; TRPC6 inh: inactive; TRPC4 block: inactive; HIF activator: 0.1; TRPC6 act: inactive; MrgX1 ag: inactive; TRPC4 agonist: inactive; MrgX1 antagonist: inactive; TRPC4 potent: inactive

How did O=C(Cc1cn2ccsc2n1)Nc1nc2c(s1)CCCC2 do in these assays?
MrgX1 PAM: inactive; PolyA inhibitor: inactive; AI-2 QS mod: 7.2; TRPC6 inh: inactive; TRPC4 block: inactive; HIF activator: 0.2; TRPC6 act: inactive; MrgX1 ag: inactive; TRPC4 agonist: inactive; MrgX1 antagonist: inactive; TRPC4 potent: inactive

Results for C=CCOc1nc(N(C)C)nc(N(C)C)n1 ?
MrgX1 PAM: inactive; PolyA inhibitor: inactive; AI-2 QS mod: 24.1; TRPC6 inh: inactive; TRPC4 block: inactive; HIF activator: -33.8; TRPC6 act: inactive; MrgX1 ag: inactive; TRPC4 agonist: inactive; MrgX1 antagonist: inactive; TRPC4 potent: inactive

What do the screens show for `COC(=O)[C@@H]1C[C@@H]2CC[C@@H](O)C[C@@H]2N1Cc1ccc(N2CCN(C)CC2)cc1`?
MrgX1 PAM: inactive; PolyA inhibitor: inactive; AI-2 QS mod: 12.4; TRPC6 inh: inactive; TRPC4 block: inactive; HIF activator: 0.0; TRPC6 act: inactive; MrgX1 ag: inactive; TRPC4 agonist: inactive; MrgX1 antagonist: inactive; TRPC4 potent: inactive

Results for CC1(C)CC(=O)C=C(NCc2ccco2)C1 ?
MrgX1 PAM: inactive; PolyA inhibitor: inactive; AI-2 QS mod: 17.5; TRPC6 inh: inactive; TRPC4 block: inactive; HIF activator: -0.1; TRPC6 act: inactive; MrgX1 ag: inactive; TRPC4 agonist: inactive; MrgX1 antagonist: inactive; TRPC4 potent: inactive

What do the screens show for `CCO[C@@H]1OC(C(=O)N2CCN(Cc3ccccc3)CC2)=C[C@H](C)[C@H]1CCCO`?
MrgX1 PAM: inactive; PolyA inhibitor: inactive; AI-2 QS mod: 11.2; TRPC6 inh: inactive; TRPC4 block: inactive; HIF activator: -4.6; TRPC6 act: inactive; MrgX1 ag: inactive; TRPC4 agonist: inactive; MrgX1 antagonist: inactive; TRPC4 potent: inactive

Results for CC(C)Cc1nnc(NC(=O)CN2C(=O)NC3(CCCCC3)C2=O)s1 ?
MrgX1 PAM: inactive; PolyA inhibitor: inactive; AI-2 QS mod: 9.9; TRPC6 inh: inactive; TRPC4 block: inactive; HIF activator: -0.1; TRPC6 act: inactive; MrgX1 ag: inactive; TRPC4 agonist: inactive; MrgX1 antagonist: inactive; TRPC4 potent: inactive

What do the screens show for `CC(C)CC(NC(=O)C(NC(=O)C1OC2OC(C)(C)OC2C2OC(C)(C)OC12)C(C)C)C(=O)O` (stereo not drawn)?
MrgX1 PAM: inactive; PolyA inhibitor: inactive; AI-2 QS mod: 1.7; TRPC6 inh: inactive; TRPC4 block: inactive; HIF activator: 0.0; TRPC6 act: inactive; MrgX1 ag: inactive; TRPC4 agonist: inactive; MrgX1 antagonist: inactive; TRPC4 potent: inactive

Results for COc1ccc(S(=O)(=O)N2CCC(O)(c3cccnc3)CC2)cc1OC ?
MrgX1 PAM: inactive; PolyA inhibitor: inactive; AI-2 QS mod: 25.8; TRPC6 inh: inactive; TRPC4 block: inactive; HIF activator: -0.3; TRPC6 act: inactive; MrgX1 ag: inactive; TRPC4 agonist: inactive; MrgX1 antagonist: inactive; TRPC4 potent: inactive

What do the screens show for `Brc1cccc(-c2nc3cccnc3nc2-c2cccc(Br)c2)c1`?
MrgX1 PAM: inactive; PolyA inhibitor: inactive; AI-2 QS mod: 17.3; TRPC6 inh: inactive; TRPC4 block: inactive; HIF activator: -7.3; TRPC6 act: inactive; MrgX1 ag: inactive; TRPC4 agonist: inactive; MrgX1 antagonist: inactive; TRPC4 potent: inactive

What do the screens show for `Cc1ccc(C)c(NC(=O)c2cc(-c3cc(C)ccc3O)n[nH]2)c1`?
MrgX1 PAM: inactive; PolyA inhibitor: inactive; AI-2 QS mod: 32.4; TRPC6 inh: inactive; TRPC4 block: inactive; HIF activator: -4.7; TRPC6 act: inactive; MrgX1 ag: inactive; TRPC4 agonist: inactive; MrgX1 antagonist: inactive; TRPC4 potent: inactive

Results for CC(=O)C[C@H]1c2cc(C(F)(F)F)ccc2S(=O)(=O)N1c1ccccc1 ?
MrgX1 PAM: inactive; AI-2 QS mod: -2.1; TRPC6 inh: inactive; TRPC4 block: inactive; HIF activator: -0.6; TRPC6 act: inactive; MrgX1 ag: inactive; TRPC4 agonist: inactive; MrgX1 antagonist: inactive; TRPC4 potent: inactive

What do the screens show for `NNC(=O)c1n[nH]c(=O)c2ccccc12`?
MrgX1 PAM: inactive; PolyA inhibitor: inactive; AI-2 QS mod: 22.8; TRPC6 inh: inactive; TRPC4 block: inactive; HIF activator: -0.1; TRPC6 act: inactive; MrgX1 ag: inactive; TRPC4 agonist: inactive; MrgX1 antagonist: inactive; TRPC4 potent: inactive

Results for CNc1ccc(NC(C)=O)cc1[N+](=O)[O-] ?
MrgX1 PAM: inactive; PolyA inhibitor: inactive; AI-2 QS mod: 26.9; TRPC6 inh: inactive; TRPC4 block: inactive; HIF activator: -0.8; TRPC6 act: inactive; MrgX1 ag: inactive; TRPC4 agonist: inactive; MrgX1 antagonist: inactive; TRPC4 potent: inactive

How did O=C(C(c1ccccc1)c1ccccc1)N1CCN(Cc2ccc(Br)cc2)CC1 do in these assays?
MrgX1 PAM: inactive; PolyA inhibitor: inactive; AI-2 QS mod: 9.5; TRPC6 inh: inactive; TRPC4 block: inactive; HIF activator: -0.6; TRPC6 act: inactive; MrgX1 ag: inactive; TRPC4 agonist: inactive; MrgX1 antagonist: inactive; TRPC4 potent: inactive

A portion of the library, so the mix of outcomes need not match the whole.
